Screening results: PubChem BioAssay, The Scripps Research Institute Molecular Screening Center
CHO-K1 Ca antag: nonselective inhibitor or artifact in parental CHO-K1 cells; ATP-induced calcium, Fluo-8 fluorescence; inhibition, % at 3 µM; 0.6% of 360,000 active; AID 602250;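 active = inhibition above a per-plate cutoff, the plate's mean sample inhibition plus 3 SD, cut at about 24% in these data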;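 note: 0% = DMSO plus EC80 ATP and 100% = DMSO alone without ATP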
TAAR1 antagonist: human TAAR1 antagonism; CHO RD-HGA16 TAAR1, Fluo-8 calcium fluorescence, antagonist; inhibition, % at 3 µM; Q96RJ0; 1.5% of 360,000 active;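 active = inhibition above a per-plate cutoff, the mean inhibition of test compounds on that plate plus 3 SD, cut at about 49% in these data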;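 note: 0% = DMSO plus EC80 beta-PEA response and 100% = DMSO alone without agonist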
Target sequence (Q96RJ0 whole entry, looked up): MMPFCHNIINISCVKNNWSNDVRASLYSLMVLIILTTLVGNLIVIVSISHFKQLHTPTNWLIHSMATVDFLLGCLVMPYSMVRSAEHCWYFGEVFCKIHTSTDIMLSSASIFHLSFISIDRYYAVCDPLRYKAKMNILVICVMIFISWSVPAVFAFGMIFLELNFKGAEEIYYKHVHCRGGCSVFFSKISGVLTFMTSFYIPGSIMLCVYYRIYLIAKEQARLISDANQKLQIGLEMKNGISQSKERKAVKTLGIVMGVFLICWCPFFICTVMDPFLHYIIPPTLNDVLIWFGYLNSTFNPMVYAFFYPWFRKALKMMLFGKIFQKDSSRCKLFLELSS
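Material: RD-HGA16 CHO cells with stable hTAAR1 and Gα16; Dosing: single nominal final test compound concentration of 3 µM; Schedule: seeding 17-24 h prior, 75-min 37 °C, 30-min RT dye loading; Detection: kinetic Fluo-8 calcium fluorescence measurement; Measure: % inhibition from peak post-agonist over basal fluorescence ratio; Benchmarks: vehicle and agonist controls.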
V1R ag counter: V1a receptor agonism, counter-screen for OXTR agonists | 0.25% of 320,000 active | P37288 | activation, % at 3 µM | CHO-V1R cells, Fluo-8 calcium fluorescence, agonist mode; 0% DMSO, 100% 3 nM vasopressin | AID 2797;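 active = activation above the mean activation of all tested compounds plus 3 SD, per screening run, cut at about 20% in these data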;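 note: signal is peak over basal fluorescence ratio across a 100 second FLIPR read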
OXTR ag: human OXTR agonism; P30559; CHO-OTR cells, Fluo-8 calcium fluorescence; normalized: DMSO 0%, oxytocin 100%; activation, % at 3 µM; 0.32% of 320,000 active;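 active = activation above the mean of all tested compounds plus 3 SD, cutoff set per screening run, cut at about 20% in these data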;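 note: peak over basal fluorescence ratio from a 100 s FLIPR kinetic read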
Target sequence (P30559 whole entry, looked up): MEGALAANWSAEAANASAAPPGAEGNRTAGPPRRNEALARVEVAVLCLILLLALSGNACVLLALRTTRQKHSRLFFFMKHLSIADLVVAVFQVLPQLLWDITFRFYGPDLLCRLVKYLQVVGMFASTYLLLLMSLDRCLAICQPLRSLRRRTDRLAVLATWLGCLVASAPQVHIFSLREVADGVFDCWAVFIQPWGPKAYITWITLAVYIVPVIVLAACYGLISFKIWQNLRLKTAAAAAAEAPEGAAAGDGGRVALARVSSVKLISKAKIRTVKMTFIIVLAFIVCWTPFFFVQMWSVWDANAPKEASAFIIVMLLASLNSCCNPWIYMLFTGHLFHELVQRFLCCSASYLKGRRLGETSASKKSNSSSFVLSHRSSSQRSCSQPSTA
CHO-K1 Ca ag: M1 agonist counterscreen hit in parental CHO-K1 cells; Fluo-8 calcium fluorescence; scaled to maximal ATP response, vehicle zero; activation, % at 3 µM; 0.48% of 360,000 active; AID 602248; in the data active = activation above about 15%;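 note: untransfected CHO-K1 host cells lacking M1 receptor as counterscreen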
OXTR potentiate: potentiators of human oxytocin receptor; P30559; CHO-OTR cells, Fluo-8 calcium fluorescence, potentiator mode; 0% = oxytocin EC15, 100% = EC100; activation, % at 3 µM; 0.061% of 320,000 active; AID 2445;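 active = activation above that plate's cutoff, the mean activation of tested compounds plus 3 SD, cut at about 6.6% in these data, passing the limit was not always enough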;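 note: 100% uses oxytocin at 75 nM as the full agonist control; some results filed as inactive read as strong as hits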
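System: human OTR in CHO cells; Also added: sub-maximal oxytocin, roughly EC15; Timing: compound 6 min at room temperature before oxytocin, 100 s read; Technique: Fluo-8 intracellular calcium fluorescence, ex 470-495, em 515-575 nm; Controls: oxytocin EC15 low and EC100 high; Replication: singlicate.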
CHO-K1 Ca PAM: counter-screen for M1 PAMs: effect in parental CHO-K1 cells. 0.02% of 360,000 active. activation, % at 3 µM. AID 602247. ATP EC20, Fluo-8 calcium fluorescence; 0% at ATP EC20, 100% at ATP max;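 active = activation above the run cutoff, the mean activation of all test compounds plus 3 SD, cut at about 40% in these data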;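 note: peak over basal fluorescence ratio in a 140 s read after ATP addition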
CHO parental Ca: counter-screen for OX1R antagonists: effect in parental CHO cells. parental CHO-K1, ATP-induced calcium, Fluo-8 fluorescence. inhibition, % at 5.6 µM. 0.63% of 330,000 active;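 active = inhibition above that plate's mean sample inhibition plus 3 SD, cut at about 26% in these data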;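 note: 0% = ATP-challenged DMSO wells and 100% = DMSO wells without ATP; some compounds past the cut are filed as inactive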
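Assay system: untransfected parental CHO cell line. Also added: ATP agonist challenge. Dosing: one dose, 5.6 µM nominal. Measured by: Fluo-8 fluorescence. Read-out: % inhibition. Benchmarks: ATP wells versus no-ATP DMSO wells. Repeats: no replicates.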
GPR7 antag: blocks human GPR7 receptor signaling; P48145; GPR7-expressing cells, fluorescence antagonist assay; inhibition, % at 4.4 µM; 1.1% of 290,000 active; in the data active = inhibition above about 16%, passing the limit was not always enough;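 note: cells stimulated with the agonist NPW; 0% = agonist with vehicle and 100% = vehicle without agonist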
Target sequence (P48145 whole entry, looked up): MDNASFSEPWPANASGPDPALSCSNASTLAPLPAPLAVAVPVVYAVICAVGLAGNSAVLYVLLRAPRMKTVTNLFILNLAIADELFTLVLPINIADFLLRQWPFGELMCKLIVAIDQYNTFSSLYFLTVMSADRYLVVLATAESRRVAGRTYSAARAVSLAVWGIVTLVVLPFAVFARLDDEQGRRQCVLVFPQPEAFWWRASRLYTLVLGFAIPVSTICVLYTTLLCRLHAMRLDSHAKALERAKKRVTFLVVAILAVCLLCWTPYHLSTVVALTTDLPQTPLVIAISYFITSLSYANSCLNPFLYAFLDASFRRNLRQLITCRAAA
Active calls of the source: *; . = no result given.

SMILES	CHO-K1 Ca antag	TAAR1 antagonist	V1R ag counter	OXTR ag	CHO-K1 Ca ag	OXTR potentiate	CHO-K1 Ca PAM	CHO parental Ca	GPR7 antag
COc1ccc(N2C(=O)C3CCCN3C2c2ccccc2)cc1 (stereo unspecified)	-5	-10	-0.3	0.7	0.7	-6	12	-2	-2
O=C(CCCCn1c(=O)c2ccccc2n(Cc2ccccc2)c1=O)NC1CCN(Cc2ccccc2)CC1	-11	-21	2.5	0.2	1.6	-4	10	-13	7
CCCNc1nc2c(c(=O)n(C)c(=O)n2C)n1Cc1cccc(C)c1	-15	-6	-0.5	-2.0	1.3	-1	-5	9	16
Cc1cccc(OCc2nnc(SCC(=O)N(C)C3CCCCC3)o2)c1	9	14	.	.	3.2	.	-25	.	.
COc1ccc(/C=N/NC(=O)Cc2ccc(Cl)cc2)cc1OC	-6	8	0.9	-0.7	0.7	-8	19	-12	-8
NNC(=O)c1nn(-c2ccc(Cl)cc2)ccc1=O	-12	-5	-0.6	-1.1	0.7	0	25	-21	-3
COC(=O)c1cc(N2C(=O)C3C(C2=O)C2(C)C=CC3(C)O2)ccc1Cl (stereo unspecified)	.	.	0.0	-0.8	.	0	.	-6	-21
COc1cc(OCC(=O)NC(C)C)cc2c1C(=O)O[C@@H](C)CCCC(=O)CCCCC2	-8	-8	14	-1.4	3.5	-4	7	-12	3
CCN(CCn1cccn1)C(=O)c1cc(COc2ccccc2SC)on1	-6	-38	.	.	1.9	.	7	.	-10
Cc1nnc(SCC(=O)NC2CCS(=O)(=O)C2)n1Cc1ccccc1 (stereo unspecified)	-14	10	1.2	-1.5	0.8	-19	22	9	6
CCCN(CC(=O)Nc1ccc(F)c(F)c1F)C(=O)C1CC(=O)N(Cc2ccccc2)C1 (stereo unspecified)	-2	11	0.0	-1.8	0.6	-5	-21	-23	.
COc1ccc(-c2noc(CN3CCN(c4ccccc4F)CC3)n2)cc1OC	-11	10	0.1	-1.0	0.1	-13	1	-24	3
O=C(CCc1nc(-c2ccccc2F)no1)NCCN1CCN(Cc2ccccc2)CC1	-3	3	1.7	0.8	2.2	-3	-2	-20	-7
CSc1nc2ccc(NC(=O)C3CCCO3)cc2s1 (stereo unspecified)	-11	-3	0.7	-0.6	-0.1	-1	14	-8	6
Cc1noc(C)c1COc1ccc(C(=O)OCC(=O)Nc2ccc3c(c2)OCO3)cc1	-8	11	8.9	7.5	1.3	-26	18	1	-10
Clc1nc(NCCN2CCOCC2)nc(NCc2ccccc2)n1	3	14	-0.2	-0.6	0.2	1	14	-6	0
Cc1cc(C)n2cc(CSc3ncn[nH]3)nc2n1	-16	-20	-0.1	0.8	2.0	-1	13	-6	-8
CSCCC(NS(=O)(=O)c1ccc2ccccc2c1)C(=O)O (stereo unspecified)	-9	12	-0.5	0.0	0.1	-9	17	-15	-5
CC(NC(=O)c1ccc(CS(C)(=O)=O)cc1)c1ccc(-c2ccccc2)cc1 (stereo unspecified)	-8	9	1.4	0.5	7.0	-8	14	-19	-2
O=C(CS(=O)(=O)c1ccccc1)Nc1ccc(Cl)cn1	2	-8	-0.5	-0.5	0.5	-7	14	-10	-7
CCOC(=O)C1CCCN(C(=O)c2cc(-c3ccccc3)cs2)CC1 (stereo unspecified)	5	14	.	.	1.3	.	5	.	.
CC(=O)c1cnn(-c2ccc(Cl)cc2)c1C	0	-4	-0.5	-1.9	-0.4	-4	-8	-8	-13
COc1ccc(NC(=O)Nc2ccc(N(C)C)cc2)cc1	-3	5	0.7	0.1	1.8	-6	13	-9	-6
CN(C)C(=O)NC(NC(=S)Nc1ccccc1)C(Cl)(Cl)Cl (stereo unspecified)	-13	-2	0.3	-0.2	9.1	0	18	-5	4
Nc1c(C(=O)NCCN2CCOCC2)c2nc3ccccc3nc2n1-c1ccccc1	-13	-9	2.2	1.9	2.2	-7	3	-8	-13

Three neighbouring entries from above, quoted:
SMILES	CHO-K1 Ca antag	TAAR1 antagonist	V1R ag counter	OXTR ag	CHO-K1 Ca ag	OXTR potentiate	CHO-K1 Ca PAM	CHO parental Ca	GPR7 antag
COc1ccc(N2C(=O)C3CCCN3C2c2ccccc2)cc1 (stereo unspecified)	-5	-10	-0.3	0.7	0.7	-6	12	-2	-2
O=C(CCCCn1c(=O)c2ccccc2n(Cc2ccccc2)c1=O)NC1CCN(Cc2ccccc2)CC1	-11	-21	2.5	0.2	1.6	-4	10	-13	7
CCCNc1nc2c(c(=O)n(C)c(=O)n2C)n1Cc1cccc(C)c1	-15	-6	-0.5	-2.0	1.3	-1	-5	9	16

Additional compounds follow:
SMILES	CHO-K1 Ca antag	TAAR1 antagonist	V1R ag counter	OXTR ag	CHO-K1 Ca ag	OXTR potentiate	CHO-K1 Ca PAM	CHO parental Ca	GPR7 antag
Cc1noc(C)c1C(=O)OCC(=O)NC1CC1	10	1	0.8	0.3	-0.2	-5	-5	-13	-11
COc1ccc(CC(=O)NCc2nnc(SCC(=O)Nc3cccc(F)c3)n2C)cc1	-6	-2	0.0	-1.2	0.4	-1	12	-8	3
NNC(=O)CN1C(c2ccccc2)=Nc2ccc(Br)cc2C1c1ccccc1 (stereo unspecified)	-19	-3	0.2	1.0	0.7	1	13	-30	-21
CC1(Oc2ccc(Cl)cc2)CCN(Cc2cccn2-c2nccs2)C1 (stereo unspecified)	-8	-31	.	.	1.0	.	16	.	.
CCOC(=O)c1cc(-c2ccc(OC)cc2)n[nH]1	-7	-10	-0.3	2.4	0.5	1	2	-11	7
COc1ccc(C2NC(=O)NC(C)=C2C(=O)OC2CCCC(C)C2)cc1 (stereo unspecified)	-5	-29	-0.7	-1.4	0.6	6	15	-16	-4
CCc1ccc2[nH]c(=O)c(CN(CCCN3CCOCC3)C(=O)Nc3ccc(Cl)cc3)cc2c1	8	13	-0.8	-0.6	0.6	-5	10	-31	1
Cc1ccc(-c2nnc(N3CCCCC3)c3ccccc23)cc1S(=O)(=O)N(C)C	-24	0	0.0	-0.8	1.2	-4	10	-17	-7
COc1ccc2[nH]c(C(=O)N3CCN(Cc4ccccc4)CC3)cc2c1OC	-6	11	20	8.2	4.4	-17	11	-11	11
NC(=O)Nc1ccc(C(=O)OCC(=O)Nc2ccc([N+](=O)[O-])cc2C(F)(F)F)cc1	-7	-9	0.1	0.8	1.8	-7	4	-5	9
CCOc1ccc(Cc2c(Cl)nc(N)nc2Cl)cc1	9	12	0.3	0.2	0.2	-5	-4	3	-14
CC(OC(=O)/C=C/c1ccc2ccccc2n1)C(=O)Nc1ccc(S(N)(=O)=O)cc1 (stereo unspecified)	0	-3	2.4	1.8	0.7	-6	-17	-10	.
O=C(c1ccccn1)N1CCN(S(=O)(=O)c2ccc3ccccc3c2)CC1	-1	-12	2.1	2.5	2.5	-7	-9	10	-11
CC1=NN(c2ccccc2)C(=O)/C1=C/c1ccc(-c2ccc(C)c(C(=O)O)c2)o1	.	-9	0.2	1.7	.	3	.	-4	.
CSc1nnc(-c2sc(-c3ccccc3)nc2C)n1C	1	-6	1.0	-0.6	0.0	-2	-2	-3	-10
CC(C)Sc1nc(SCC(=O)NCc2ccco2)c2c3c(sc2n1)COC(C)(C)C3	9	26	-0.3	-1.5	-0.3	-20	-3	-26	-20
O=C(Cc1ccc(NC(=O)C2CCN(C(=O)C3CC3)CC2)cc1)Nc1cccc(C(=O)N2CCCCC2)c1	-7	-17	.	.	-0.2	.	-6	.	.
O=C(OCCCc1cc2ccccc2c(=O)o1)c1ccc(C(F)(F)F)cc1	-8	26	1.2	0.5	1.9	0	7	-18	.
Cc1ccc(SCCN2CCN(C)CCC2=O)cc1	-5	10	.	.	0.6	.	0	.	.
N#C/C(=C\C=C\c1ccccc1[N+](=O)[O-])c1nc(-c2ccc3c(c2)OCO3)cs1	4	-7	1.1	0.5	0.2	-1	9	-4	-1
O=C(NCCc1ccccc1)c1ccccc1SCC(=O)N1CCCC1	11	-8	0.8	-1.1	9.6	-5	-10	-12	-10
CCOc1cccc2c1OC(c1cc(OC)c(OC)c(OC)c1)N1N=C(c3ccc(C)o3)CC21 (stereo unspecified)	8	.	1.7	1.1	1.0	-5	20	5	0
CCn1ncc(/C=N\NC(=O)COc2cc(C)cc(C)c2)c1C	-3	4	1.0	1.2	0.5	-7	17	-11	-3
CC(OC(=O)Cc1c[nH]c2ccccc12)C(=O)Nc1ccc(S(N)(=O)=O)cc1 (stereo unspecified)	-2	-8	0.6	0.6	1.7	0	5	3	.
COc1ccc(OC)c(NC(=O)CN2c3cccc4cccc(c34)S2(=O)=O)c1	-13	13	1.5	3.1	2.2	-10	6	3	.
SMILES	CHO-K1 Ca antag	TAAR1 antagonist	V1R ag counter	OXTR ag	CHO-K1 Ca ag	OXTR potentiate	CHO-K1 Ca PAM	CHO parental Ca	GPR7 antag
CCOc1ccccc1C1C(C(N)=O)=C(C)Nc2nc(-c3ccc(OC)cc3)nn21 (stereo unspecified)	-11	-6	-0.6	-1.1	0.5	-1	9	4	2
COc1cc(C(=O)N(CCN(C)C)CC2CCCN(Cc3ccccc3F)C2)ccc1C (stereo unspecified)	-11	-8	1.2	-0.2	1.0	1	25	-9	12
Cc1ccc2nc(SCC(=O)c3ccc(O)cc3O)[nH]c2c1	-3	-30	-0.7	1.6	1.9	-2	6	3	8
CC(Oc1ccc(Cl)cc1Cl)C(=O)NNC(=O)C(=O)N1CCCCC1 (stereo unspecified)	-7	-6	0.6	-1.8	0.5	-10	-1	-13	1
CCOc1ccc(OCc2ccc(C(=O)N3CCCCC3)o2)cc1	-9	-3	4.1	0.0	3.0	-1	17	-13	-4
COC(=O)CC1C(=O)NCCN1C(=O)CSc1nnc(Nc2ccc(C)cc2)s1 (stereo unspecified)	-11	-7	-0.9	-0.8	0.0	-4	14	-3	3
O=C(CN1C(=O)COc2ccccc21)N1CCN(c2ccccc2F)CC1	-19	-8	0.7	0.4	2.2	-2	7	-10	-3
Cc1cc(C(=O)NC2CCC(C)CC2)c(C)o1 (stereo unspecified)	-2	-1	-0.1	-0.5	-0.9	-13	4	-3	-9
CCOC(=O)N1CCN(C(=O)CSc2nnc(-c3ccccc3OC)o2)CC1	-21	-12	0.8	-1.0	-0.4	1	27	-22	-15
COc1ccc(CCNC(=O)CC2(CC3=NS(=O)(=O)c4ccccc4N3)CCCC2)cc1OC	-4	3	2.3	-0.9	1.3	0	-8	-12	-2
N#Cc1cc2c(ccc3ccccc32)oc1=O	7	-8	-0.4	-0.9	0.4	-7	-14	6	-12
COc1cccc(C(=O)Nc2cccc(C(=O)NC3=NN(c4c(Cl)cc(Cl)cc4Cl)C(=O)C3)c2)c1	-13	3	-0.1	-0.6	0.1	1	13	7	-8
O=C(N/N=C/c1ccncc1)c1cc(C2CC2)nc2ccccc12	-18	.	0.7	0.9	1.6	-3	16	-17	-6
CCn1c(N)c(C(=O)NC)sc1=S	-11	-2	2.1	1.0	-0.1	0	7	4	-1
COc1ccc(C(=O)CCC(=O)N2CCN(c3cccc(Cl)c3)CC2)cc1	5	27	9.4	7.7	7.3	-17	12	-5	-10
